DENV2 CPE – inhibitors of DENV2 cytopathic effect, primary screen, cell-based, plate reader, single concentration; DENV2-infected cells, cytopathic effect rescue; CPE inhibition, % at 9.99 µM; hit rate 1.7% among 350,000; in the data active means CPE inhibition above about 20%, passing the limit was not always enough; inconclusive means no clear call, values can overlap the other calls; tested in BHK-21 cells;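 further: 0% = median of neutral control wells and 100% = median of positive control wells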
RAD54 branch – inhibitors of human RAD54 branch migration, primary screen, biochemical, fluorescence, single point | hit rate 0.14% among 360,000 | DNA repair and recombination protein RAD54-like (Homo sapiens), Q92698 | inhibition, % at 10.4 µM | RAD54 Holliday junction branch migration, FAM/BHQ fluorescence;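 active means mean normalized replicate activity at least 40 and at least half of replicates scoring 40 or more; inconclusive means only one of the two criteria met; inactive means mean below 40 and under half of replicates reaching 40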;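 further: 0% = median of neutral control wells and 100% = median of positive control wells; inhibitors cause a drop in the FAM fluorescence signal; in these data hits start at about 50%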
Target sequence (Q92698 whole entry, looked up): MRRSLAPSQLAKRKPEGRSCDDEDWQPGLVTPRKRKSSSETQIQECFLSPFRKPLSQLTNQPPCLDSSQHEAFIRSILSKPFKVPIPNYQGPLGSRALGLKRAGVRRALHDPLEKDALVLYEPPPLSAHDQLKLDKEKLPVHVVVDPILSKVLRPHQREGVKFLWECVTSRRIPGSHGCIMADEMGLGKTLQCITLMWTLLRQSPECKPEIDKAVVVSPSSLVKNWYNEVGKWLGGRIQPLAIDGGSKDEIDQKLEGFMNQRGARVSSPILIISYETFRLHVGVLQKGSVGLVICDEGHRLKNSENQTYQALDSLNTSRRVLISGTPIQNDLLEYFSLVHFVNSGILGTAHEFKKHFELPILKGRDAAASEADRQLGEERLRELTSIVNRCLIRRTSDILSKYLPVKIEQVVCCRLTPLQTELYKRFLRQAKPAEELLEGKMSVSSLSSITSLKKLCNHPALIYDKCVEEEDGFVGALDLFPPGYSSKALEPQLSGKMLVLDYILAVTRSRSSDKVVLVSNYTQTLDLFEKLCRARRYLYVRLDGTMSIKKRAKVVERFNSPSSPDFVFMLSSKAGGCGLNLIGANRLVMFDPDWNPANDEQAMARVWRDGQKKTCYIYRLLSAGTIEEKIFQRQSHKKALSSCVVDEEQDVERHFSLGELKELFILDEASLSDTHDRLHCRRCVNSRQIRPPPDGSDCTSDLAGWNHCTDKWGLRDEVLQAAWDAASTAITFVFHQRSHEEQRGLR
E-sel inducer – E-selectin induction in HUVECs, primary screen, imaging, HUVEC, immunofluorescence imaging, single point; P16581; normalized: neutral wells 0, TNF-alpha wells 100; activation, % at 7.58 µM; hit rate 0.37% among 260,000; AID 686992, 2013;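 active means mean E-selectin-positive cell signal at least 10% of the positive control, reached in at least 60% of replicates, without over 20% cell loss; inconclusive means no rule given, readout overlaps actives, possibly toxicity-flagged; inactive means the rest, including those meeting only one limit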;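 further: in these data hits start at about 27%; measured in HUVEC primary endothelial cells; signal is the percent of cells scored E-selectin positive by PE staining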
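System: HUVEC / Compound: single concentration / Signal: immunofluorescence imaging / Read-out: percent E-selectin-positive cells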
XiGFP reactiv – activators of inactive X chromosome reactivation, primary screen, imaging, XiGFP fibroblasts, GFP high-content imaging, set 2; XiGFP mouse fibroblasts, % GFP-positive cells imaging, 3 d; cells co-treated with 5-aza-dC sensitizer; scaled so ellipticine positive control = 100%; hit rate 0.055% among 360,000; activation, % at 7.58 µM; AID 743238, 2013;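 active means mean normalized replicate activation at least 10% and every replicate at or above 10%; inconclusive means only one of the two criteria met; inactive means mean below 10% and not all replicates reach 10%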;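 further: 0% = median of on-plate neutral control wells and 100% = ellipticine 6 µM median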
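System: 68-5-11 XiGFP fibroblast line | Buffer or medium: DMEM containing 5-aza-dC | Compound: Single point | Times: Compounds 3 days, fix/stain 15 min at room temperature | Benchmarks: Positive control ellipticine, 6 µM final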
CFTR F508del cor – F508del CFTR correction, initial screen, CFBE line, single point; CFBE cells, YFP halide quenching; stimulated with forskolin plus potentiator P3; % fluorescence drop versus neutral controls; activity (quench increase), % at 7.58 µM; hit rate 0.36% among 350,000;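 active means mean added fluorescence quench of at least 8% versus neutral control, with both replicates also reaching 8%; inconclusive means only one of the mean or replicate conditions met; inactive means mean below 8% and not both replicates reaching 8%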;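 further: cells transiently co-express mutant CFTR-F508del with the halide-sensitive YFP; corrector assay measuring rescue of mutant channel to the surface after 24 h compound exposure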
INS-1E GSIS act – GLuc luminescence reporter in INS-1E cells, primary screen for activators of glucose-dependent secretion of insulin | INS-1E GLuc reporter insulin secretion, 2-3 h | AID 743287, 2014 | hit rate 0.61% among 370,000 | activation, % at 16.6 µM;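 active means lowest replicate activation of at least 40%, so every replicate reaches that level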;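 further: 0% = median of neutral control wells and 100% = median of IBMX positive control wells; some compounds called inactive have numbers as strong as hits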
RAD52 anneal inh – RAD52 DNA annealing inhibitors, primary screen, biochemical, FRET, single point, set 2; DNA repair protein RAD52 homolog (Homo sapiens), P43351; recombinant RAD52 DNA annealing, FRET fluorescence; inhibition, % at 18.7 µM; hit rate 0.46% among 360,000;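 active means every replicate showing at least 50% inhibition; inconclusive means mean inhibition at least 50% but not in every replicate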
Casp6 inh – human caspase-6 inhibitors, primary screen, biochemical, VEID-R110 fluorescence, single point, set 2. P55212. purified caspase-6, Z-VEID-R110 cleavage fluorescence. inhibition, % at 12.5 µM. hit rate 0.53% among 350,000. AID 686996, 2013;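 active means mean inhibition across replicates at least about 35%, with every replicate also reaching that limit, limit read from the data; inconclusive means only one of the two criteria met; inactive means neither criterion met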;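 further: 0% = median of neutral control wells and 100% = no fluorescence left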
Target sequence (P55212 24-179 limits assumed): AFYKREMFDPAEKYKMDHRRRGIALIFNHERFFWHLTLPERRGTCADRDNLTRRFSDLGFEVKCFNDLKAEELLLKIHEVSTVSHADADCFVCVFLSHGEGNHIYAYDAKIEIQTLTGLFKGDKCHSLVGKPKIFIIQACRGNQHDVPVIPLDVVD
Target sequence (P55212 194-293 limits assumed): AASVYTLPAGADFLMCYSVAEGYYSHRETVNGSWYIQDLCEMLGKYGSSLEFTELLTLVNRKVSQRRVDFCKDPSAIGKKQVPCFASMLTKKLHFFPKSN
* hit, by the source's call; u = inconclusive; x = not tested or not shown.

smiles	RAD54 branch	CFTR F508del cor	XiGFP reactiv	Casp6 inh	INS-1E GSIS act	E-sel inducer	DENV2 CPE	RAD52 anneal inh
COc1ccc(S(=O)(=O)N2CCCC2C(=O)Nc2ccc(O)cc2)cc1 (stereo not given)	-1	2.2	0.0	-1	2	-0.2	2	-3
COc1ccc(CN2CCN(S(=O)(=O)c3ccc(NC(C)=O)cc3)CC2)c(OC)c1OC	x	-3.9	0.0	-2	-9	x	u	-13
CCC(=O)Nc1cc(ON=C(C)C)cc([N+](=O)[O-])c1	5	x	0.2	x	31	0.0	x	x
Cc1cc(N=Nc2ccccc2)cc(C)c1NC(=O)C(F)(F)F	x	2.1	0.5	-1	-4	0.9	14	-7
COC(=O)c1sccc1NC(=O)c1c(F)c(F)c(F)c(F)c1F	-9	-1.2	0.3	0	30	0.4	2	-11
Cc1ccc(Cn2c(=N)n(CC(=O)c3ccccc3)c3ccccc32)cc1	x	2.3	-0.1	-1	11	0.0	2	24
O=C(N[C@H](C(=O)N1CCC[C@H]1C(=O)NCc1ccccc1)c1ccccc1)c1ccc(Cl)cc1Cl	x	-1.3	0.2	-2	-22	-0.2	1	-6
CC(OC(=O)Cc1ccsc1)C(=O)Nc1ccc(C(N)=O)cc1 (stereo not given)	4	3.4	0.2	-2	-12	x	-1	-5
C[C@H](CO)N1C[C@H](C)[C@@H](CN(C)C(=O)c2cccnc2)Oc2cc(/C=C/c3ccccc3)ccc2S1(=O)=O	-1	-0.5	-0.4	0	-19	-5.6	5	7
Cc1noc(C)c1S(=O)(=O)N(C)C[C@H]1OCc2ccccc2-c2ccccc2C(=O)N([C@@H](C)CO)C[C@H]1C	1	-3.1	0.0	3	6	0.1	16	-4
O=C(Nc1cccc(S(=O)(=O)N2CCCCC2)c1)c1ccc(S(=O)(=O)C(F)F)cc1	-5	-3.2	0.0	1	-15	2.0	-2	-38
O=C(Cn1cnc2c(NC(=O)OCc3ccccc3)ncnc21)NCCN1CCOCC1	-4	1.0	0.2	-4	16	0.1	10	-24
CC(C)OC(=O)CSc1nc(N2CCOCC2)c2c(c1C#N)CC(C)(C)OC2	x	-0.3	0.0	3	-1	0.7	0	-1
Cc1ccc(Cn2c(CCNc3nc(-c4ccc(Cl)c([N+](=O)[O-])c4)cs3)nc3cc(C(=O)NCCCO)ccc32)cc1	-8	0.5	0.0	x	x	0.6	1	-2
CN(C(=O)CSc1nc(-c2ccc(C(C)(C)C)cc2)c(C#N)c(=O)[nH]1)C1CCCCC1	2	-1.3	0.0	35*	-17	x	5	-44
O=C(c1ccco1)N1CCN(C(=O)c2cc(Cl)nc3ccccc23)CC1	0	2.8	0.4	4	-3	x	7	-3
COc1ccc(C2N(C(C)=O)CCCN2S(=O)(=O)c2ccc(C)cc2)cc1 (stereo not given)	20	0.8	0.2	-1	18	-0.2	-6	2
C[C@@H]1CN([C@@H](C)CO)C(=O)Cc2cc(NC(=O)Cc3cn(C)c4ccccc34)ccc2O[C@H]1CN(C)Cc1ccc(Oc2ccccc2)cc1	4	-2.2	-0.6	x	1	6.2	1	x
CCN(CC)CCNc1nc(-c2ccc(OC(F)F)cc2)c(C)s1	x	-1.0	1.0	-10	-2	x	2	7
COc1ccc(NS(=O)(=O)c2csc(C(=O)N3CCCC3)c2)c(OC)c1	2	-1.5	0.3	1	17	x	-8	-3
O=S(=O)(Nc1ccc(-c2cn3cccnc3n2)cc1)c1ccccc1	x	-1.1	0.2	4	7	x	5	-12
O=C(NCc1nc(-c2ccc(C(F)(F)F)cc2)no1)Nc1ccc(F)cc1F	-2	-0.2	0.0	-3	x	x	3	-8
CCOC(=O)Cc1csc(NC(=O)Cc2ccccc2)n1	x	3.1	0.2	-1	4	2.0	-6	-12
CCN(CC(=O)NCc1ccc(F)cc1)S(=O)(=O)c1ccc(C)cc1	5	3.8	0.0	1	-6	-0.2	3	-6
O=C1c2ccccc2C(=O)N1CSc1nnc(Nc2ccccc2F)s1	x	-0.7	0.0	-2	-9	x	-3	-9
Cc1sc2nc[nH]c(=S)c2c1-c1ccccc1	x	2.5	0.1	4	15	1.9	0	-1
O=C1NC2(CCCCCC2)C(=O)N1Cc1ccc(Br)cc1	-14	-0.3	0.3	0	-2	x	1	-13
COc1ccc2c(c1)c(=O)oc1c(C)c(OC(C)C(=O)N[C@@H](Cc3c[nH]c4ccc(O)cc34)C(=O)O)ccc12 (stereo not given in full)	7	1.3	x	39*	x	x	u	28
CO[C@@H]1CN(C)C(=O)c2ccc(NC(=O)Nc3ccccc3F)cc2OC[C@@H](C)N(S(=O)(=O)CC(F)(F)F)C[C@H]1C	-6	-1.0	0.1	2	-17	-0.2	16	-60
C[C@H](CO)N1C[C@H](C)[C@H](CN(C)Cc2ccncc2)Oc2ccc(NC(=O)C3CCCCC3)cc2CC1=O	-5	1.8	-0.1	-4	15	-15	-7	-13
COc1ccc2c3c(n(C)c2c1)[C@@H](CO)N(C(=O)C1CCOCC1)CC31CCN(C(=O)Nc2cccc(F)c2)CC1	x	-1.1	0.3	-2	-22	0.1	11	-3
Cc1cc2nc(C3CCCCC3)c(Cc3ccccc3)n2c(C)c1Br	-8	6.2	-0.2	-3	0	0.0	-2	-2
O=C(C[C@H]1C=C[C@@H](NC(=O)Nc2ccc(F)cc2)[C@@H](CO)O1)NCc1cccc(F)c1	1	2.2	-0.1	-2	6	-0.2	-1	10
CCCN1C[C@@H](C)[C@@H](OC)CN(C)C(=O)c2cc(NC(=O)c3cnccn3)ccc2OC[C@H]1C	-13	1.2	0.3	0	20	-0.2	2	-1
CCc1ccc(N2C(=O)/C(=C/c3cccs3)N(CC(=O)OC)C2=S)cc1	-3	x	x	3	-24	x	x	-15
COC(=O)c1cc2c(c3c4cc(F)ccc4n(S(=O)(=O)c4ccccc4)c13)C(=O)N(Cc1ccccc1)C2	x	1.9	-0.1	-1	x	-0.2	-11	-20
Cc1ccc2oc(C(=O)N(Cc3ccc(N(C)C)cc3)CC3CCCO3)c(C)c2c1 (stereo not given)	-2	-1.6	0.2	-1	-12	x	9	-25
C/C(CCC(C)C)=N\Nc1ccc(S(N)(=O)=O)cc1[N+](=O)[O-]	x	4.5	-0.1	2	-14	1.6	4	-4
CC(C)NC(=O)Nc1ccc2c(c1)C(=O)N([C@@H](C)CO)C[C@@H](C)[C@H](CN(C)C(=O)CCC(F)(F)F)OCCCC[C@@H](C)O2	-1	-1.4	0.2	2	0	-0.1	3	10
Cc1ccc(NS(=O)(=O)c2ccc3[nH]c(=O)oc3c2)cc1Cl	-3	-1.4	0.3	10	x	0.1	-5	-34

Of the compounds above, these have an aryl methoxy group.
smiles	RAD54 branch	CFTR F508del cor	XiGFP reactiv	Casp6 inh	INS-1E GSIS act	E-sel inducer	DENV2 CPE	RAD52 anneal inh
COc1ccc(S(=O)(=O)N2CCCC2C(=O)Nc2ccc(O)cc2)cc1 (stereo not given)	-1	2.2	0.0	-1	2	-0.2	2	-3
COc1ccc(CN2CCN(S(=O)(=O)c3ccc(NC(C)=O)cc3)CC2)c(OC)c1OC	x	-3.9	0.0	-2	-9	x	u	-13
COc1ccc(C2N(C(C)=O)CCCN2S(=O)(=O)c2ccc(C)cc2)cc1 (stereo not given)	20	0.8	0.2	-1	18	-0.2	-6	2
COc1ccc(NS(=O)(=O)c2csc(C(=O)N3CCCC3)c2)c(OC)c1	2	-1.5	0.3	1	17	x	-8	-3
COc1ccc2c(c1)c(=O)oc1c(C)c(OC(C)C(=O)N[C@@H](Cc3c[nH]c4ccc(O)cc34)C(=O)O)ccc12 (stereo not given in full)	7	1.3	x	39*	x	x	u	28
COc1ccc2c3c(n(C)c2c1)[C@@H](CO)N(C(=O)C1CCOCC1)CC31CCN(C(=O)Nc2cccc(F)c2)CC1	x	-1.1	0.3	-2	-22	0.1	11	-3

Reformatted as labelled records: entries from further up.
CCc1ccc(N2C(=O)/C(=C/c3cccs3)N(CC(=O)OC)C2=S)cc1
  RAD54 branch: -3
  CFTR F508del cor: x
  XiGFP reactiv: x
  Casp6 inh: 3
  INS-1E GSIS act: -24
  E-sel inducer: x
  DENV2 CPE: x
  RAD52 anneal inh: -15

COC(=O)c1cc2c(c3c4cc(F)ccc4n(S(=O)(=O)c4ccccc4)c13)C(=O)N(Cc1ccccc1)C2
  RAD54 branch: x
  CFTR F508del cor: 1.9
  XiGFP reactiv: -0.1
  Casp6 inh: -1
  INS-1E GSIS act: x
  E-sel inducer: -0.2
  DENV2 CPE: -11
  RAD52 anneal inh: -20

(continued)
smiles	RAD54 branch	CFTR F508del cor	XiGFP reactiv	Casp6 inh	INS-1E GSIS act	E-sel inducer	DENV2 CPE	RAD52 anneal inh
COc1ccc(NC(=O)Nc2ccc3c(c2)C(=O)N([C@@H](C)CO)C[C@H](C)[C@@H](CN(C)C(=O)Nc2cccc4ccccc24)OCCCC[C@@H](C)O3)cc1	x	-3.9	0.3	3	3	-0.3	-4	22
O=C(NCc1ccccn1)[C@@H]1[C@@H](CO)[C@@H]2Cn3c(ccc(/C=C/c4ccccc4)c3=O)[C@H]1N2CC1CC1	1	x	0.3	0	-13	-1.5	2	-31
Clc1ccccc1OCCCCN1CCNCC1	-8	-4.5	0.3	-6	14	0.5	u	-1
CC(C)[C@H](NS(=O)(=O)c1ccccc1)C(=O)OCC(=O)NCc1ccc2c(c1)OCO2	x	0.9	0.0	0	-26	x	-14	-16
Cc1c(C(=O)NCc2ccco2)oc2ccc(Br)cc12	6	-2.9	-0.1	4	-29	1.2	u	7
C[C@@H]1CCCCO[C@@H](CN(C)C(=O)Nc2ccc(F)cc2)[C@@H](C)CN([C@H](C)CO)C(=O)c2cc(NC(=O)CCCCCC(=O)Nc3ccccc3N)ccc2O1	-2	0.0	0.2	-1	3	1.0	4	15
Nc1nc2c(ncn2[C@H]2C[C@H](O)[C@@H](CO)O2)c(=O)[nH]1	6	5.9	0.0	3	-3	-2.5	2	-12
COCCCNC(=O)CN(c1cc(C(F)(F)F)ccc1Cl)S(C)(=O)=O	1	1.5	0.1	-3	11	1.8	-2	0
C[C@@H]1CN([C@@H](C)CO)C(=O)c2cc(NC(=O)Cc3cn(C)c4ccccc34)ccc2O[C@H]1CN(C)S(=O)(=O)c1ccccc1	-5	-3.1	0.0	2	-4	x	-2	-21
C[C@@H]1CN([C@@H](C)CO)S(=O)(=O)c2ccc(-c3cccc(C#N)c3)cc2O[C@@H]1CN(C)C(=O)c1cccnc1	3	3.6	-0.1	4	1	0.0	-2	-6
COc1ccc(NC(=O)CS(=O)CC(=O)Nc2cccnc2)cc1 (stereo not given)	4	-0.3	0.1	-1	6	x	-1	-14
Nc1ncc(-c2ccc([N+](=O)[O-])cc2)cn1	-1	0.2	0.0	0	12	x	u	-11
